EphB4 ephrin blk: EphB4-ephrin-B2 interaction antagonists, primary screen, biochemical, TNYL-RAW peptide probe, fluorescence polarization | EphB4 LBD / TNYL-RAW-Alexa532 peptide | inhibition, % at 7 µM | hit rate 0.15% among 97,000 | Ephrin type-B receptor 4 (Homo sapiens), P54760;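 active means inhibition above the screen-wide mean inhibition plus 3 SD, cut at about 15% in these data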;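 further: 0% = DMSO wells and 100% = excess unlabeled TNYL-RAW peptide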
PTPN22 act: LYP phosphatase activators, primary screen, biochemical, DiFMUP fluorescence, 2 µM; recombinant LYP; 0 = plate median, 100 = signal doubled; AID 697, 2007; Tyrosine-protein phosphatase non-receptor type 22 (Homo sapiens), Q9Y2R2; hit rate 0.11% among 96,000; activation, % at 2 µM;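 active means activation at 2 µM above a set limit, the mean plus 5 SD, cut at about 37% in these data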
HIV Rev-RRE inh: HIV-1 Rev-RRE binding inhibitors, primary screen, biochemical, FRET, protein-RNA interaction | P05866 | Rev peptide-RRE RNA binding | inhibition, % at 8 µM | hit rate 0.79% among 97,000;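 active means inhibition above the screen-wide mean plus 3 SD, cut at about 35% in these data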;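 further: 0% = median DMSO wells and 100% = median Neomycin B control wells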
Target sequence (P05866 whole entry, looked up): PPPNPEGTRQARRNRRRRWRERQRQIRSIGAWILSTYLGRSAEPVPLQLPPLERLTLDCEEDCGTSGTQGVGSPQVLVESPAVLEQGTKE
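System: Cy5-labelled duplex RRE RNA binding fluorescein-labelled HIV Rev peptide; Signal: fluorescein-to-Cy5 FRET, 480 nm excitation; Also added: labelled Rev peptide; Compound: one concentration, 8 µM nominal; Buffer or medium: HEPES pH 7.5 salt buffer with EDTA; Read-out: % inhibition of FRET ratio versus controls; Schedule: 5 min preincubation and 15 min binding, 25 °C.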
Plk1 PBD FP: Plk1 polo box domain binding inhibitors, primary screen, biochemical, fluorescence polarization; Serine/threonine-protein kinase PLK1 (Homo sapiens), P53350; Plk1 PBD phosphopeptide binding; inhibition, %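 (tested at about 20 µM)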; hit rate 0.13% among 97,000; AID 693, 2007; in the data active means inhibition above about 34%, passing the limit was not always enough
CYP2C9 inh: blockers of cytochrome P450 2C9 activity – biochemical, luminescence, ADME assay, primary screen. inhibition, % at 5 µM. CYP2C9 Supersomes, luciferin-H conversion. AID 777, 2007. hit rate 20% among 96,000;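 active means blocking of liver enzyme CYP2C9 beyond about 50% at 5 µM, limit read from the data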; further: values of inactives mirror those of a sister screen read the other way
Target sequence (P11712 whole entry, looked up): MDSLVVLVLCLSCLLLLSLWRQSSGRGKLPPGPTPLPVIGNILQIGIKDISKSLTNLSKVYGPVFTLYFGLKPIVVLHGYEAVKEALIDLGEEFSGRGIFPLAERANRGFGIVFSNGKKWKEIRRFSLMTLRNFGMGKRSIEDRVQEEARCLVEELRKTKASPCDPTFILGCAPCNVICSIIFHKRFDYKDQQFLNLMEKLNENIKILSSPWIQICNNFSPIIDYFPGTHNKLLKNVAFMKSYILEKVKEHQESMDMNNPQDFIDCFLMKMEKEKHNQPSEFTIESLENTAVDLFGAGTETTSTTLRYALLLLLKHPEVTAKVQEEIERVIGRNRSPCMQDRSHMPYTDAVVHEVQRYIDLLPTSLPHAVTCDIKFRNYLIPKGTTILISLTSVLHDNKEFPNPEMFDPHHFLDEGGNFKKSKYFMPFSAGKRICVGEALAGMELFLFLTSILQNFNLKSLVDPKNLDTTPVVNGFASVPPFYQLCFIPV
PLK1 inh: human PLK1 kinase inhibitors, primary screen, biochemical, TR-FRET. Serine/threonine-protein kinase PLK1 (Homo sapiens), P53350. recombinant PLK1 kinase, TR-FRET peptide phosphorylation. inhibition, % at 10 µM. hit rate 0.53% among 97,000. AID 619, 2007;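 active means inhibition of 50% or more in the single-concentration screen; inactive means inhibition below 50%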;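 further: 0% = DMSO max control and 100% = H-89 dihydrochloride min control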
CYP2C9 activ: human CYP2C9 activators, primary screen, biochemical, luminescence; hit rate 1.4% among 96,000; AID 1024, 2008; Cytochrome P450 2C9 (Homo sapiens), P11712; activation factor at 5 µM; recombinant CYP2C9, luciferin-H conversion; active compounds read high; factor 1 = untreated enzyme, 0 = blocked;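 active means activation factor of 2 or more for CYP2C9 at a 5 µM dose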;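 further: 0 = sulfaphenazole-blocked wells and 1 = vehicle-only wells; values of inactives mirror those of a sister screen read the other way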
Calb biofilm kill: clotrimazole potentiators killing Candida biofilms, primary screen, with clotrimazole, Alamar Blue | C. albicans biofilm + clotrimazole | inhibition, % at 6 µM | hit rate 0.14% among 85,000 | AID 834, 2007;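 active means inhibition above 20%; inactive means inhibition below 20%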;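 further: preformed 24 hr biofilms exposed to compound for 48 hr; 0% = biofilm without compound and 100% = blank killed by clotrimazole plus chlorhexidine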
LYP inh 2: PTPN22 phosphatase inhibitors, primary screen, biochemical, DiFMUP fluorescence, 2 µM | Tyrosine-protein phosphatase non-receptor type 22 (Homo sapiens), Q9Y2R2 | recombinant LYP catalytic domain | inhibition, % at 2 µM | hit rate 0.21% among 96,000 | AID 640, 2007;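 active means inhibition at 2 µM at or above a set limit, the screen mean plus 3 SD, cut at about 24% in these data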;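 further: 0% = DMSO with enzyme and 100% = enzyme fully blocked by orthovanadate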
The depositor's hits bear a star; x = no result given.

SMILES	EphB4 ephrin blk	PTPN22 act	HIV Rev-RRE inh	Plk1 PBD FP	CYP2C9 inh	PLK1 inh	CYP2C9 activ	Calb biofilm kill	LYP inh 2
O=c1sc(Nc2ccccc2)nc2ccsc12	1	-1	4	12	40	-27	0.6	0	2
Cc1nn(C)cc1C=NCCOCc1ccccc1	0	1	11	0	-8	-8	1.1	6	1
FC(F)C(F)(F)C1=CC(c2cccs2)=NCCN1	-4	-8	5	-6	-7	-12	1.1	4	6
COc1ccc(N(C(=O)COc2ccccc2OC)S(=O)(=O)c2ccc(C)cc2)cc1	2	8	6	-8	52*	-4	0.5	x	-2
CCOc1cc(C=O)ccc1OCCSc1ccc(C)cc1	-4	-6	15	-5	70*	-5	0.3	x	12
COc1cccc(NC(=O)CSc2nc3ccccc3cc2Cc2ccccc2)c1	8	0	16	14	68*	-6	0.3	x	2
CC(c1ccccc1)n1cc(C(=O)NCC2CCCO2)nn1 (stereo not drawn)	6	-2	6	13	x	-6	x	9	-2
Nc1nc2ccc(C(=O)NC3CCCCC3)cc2s1	2	0	4	4	-26	-3	1.3	4	-3
COc1ccc(NS(=O)(=O)c2ccc(N)c(C(=O)O)c2)cc1	-2	6	1	-15	-5	-6	1.1	8	-9
COc1cccc(/C=N\NC(=O)C2C(=O)NCC2c2ccccc2)c1O (stereo not drawn)	-1	5	4	-16	-8	-19	1.1	x	0
O=C(c1ccc(CNS(=O)(=O)c2ccccc2)cc1)N1CCN(c2ccccn2)CC1	2	2	16	-1	x	-4	x	5	-4
CCc1nccn1S(=O)(=O)c1cc(C)c(OC)cc1C	-2	10	4	-19	10	-7	0.9	0	-9
CCCN1Cc2cccc(C(=O)Nc3cc(OC)cc(OC)c3)c2C1=O	3	7	-3	-30	46	8	0.5	x	-7
CCC(Sc1nc2c(cnn2-c2ccccc2)c(=O)[nH]1)C(=O)OC (stereo not drawn)	5	12	6	0	38	-17	0.6	1	-16
O=C(c1ccncc1)N1CCN(c2ccc(F)cc2)CC1	3	-7	-2	-7	31	3	0.7	4	9
Oc1c(Cl)cc(Cl)c2c1NCCC2	6	-11	2	-5	-2	1	1	9	15
COc1cccc(CNc2nc3nc(C)c(Cl)c(C)n3n2)c1	3	-2	6	14	5	-13	1	2	0
COc1ccc(OC)c(NC(=O)CSc2nnc(C3CCCCC3)n2-c2ccccc2)c1	1	13	2	-8	x	-8	x	9	-15
NS(=O)(=O)c1ccc(-n2nncc2C23CC4CC(CC(C4)C2)C3)cc1	8	-8	6	7	8	-6	0.9	6	8
CCCCNC(=S)NCCN1CCCCC1	-5	-2	3	3	x	-11	x	4	1
O=C(c1c(Cl)cccc1Cl)N1CCCCCC1	3	-10	5	18	8	-3	0.9	-3	12
COc1cccc(-n2c(CNC(=O)OC(C)(C)C)n[nH]c2=S)c1	-1	-7	-2	-7	3	-3	1	0	5
O=C(Nc1ccc(N2CCOCC2)cc1)Nc1cnsn1	-4	-2	4	14	-5	7	1	10	5
CCOc1ncccc1C(=O)OCC(=O)Nc1cccc(C(C)=O)c1	0	7	3	1	15	-11	0.9	x	-4
c1ccc(-c2onc3c2CCCC3)cc1	-3	1	6	-15	-3	-9	1	4	1

Next section
SMILES	EphB4 ephrin blk	PTPN22 act	HIV Rev-RRE inh	Plk1 PBD FP	CYP2C9 inh	PLK1 inh	CYP2C9 activ	Calb biofilm kill	LYP inh 2
CCC/C(O)=N\S(=O)(=O)c1ccc(N=NN(C)C)cc1	3	-3	9	6	x	-9	x	5	2
CCCCN(CCCC)c1cc(C)nc(-c2ccccc2O)n1	-6	-2	9	3	24	-5	0.8	6	4
O=C(c1ccc(S(=O)(=O)N2CCC(c3nc4ccccc4s3)CC2)cc1)N1CCCCC1	3	-2	1	-7	x	-8	x	7	-1
Cc1cccc(C(=O)NCCc2nnc(SCC(=O)Nc3nc(C)cs3)n2C)c1	-1	9	7	-32	31	-36	0.7	1	-7
Cn1c(=O)oc2cc(S(=O)(=O)N3CCCC(C(=O)N4CC=C(c5ccccc5)CC4)C3)ccc21 (stereo not drawn)	-6	10	0	19	-22	-7	1.2	11	-14
Cc1ccc(-n2c(N)c(C(=O)NCc3ccco3)sc2=S)cc1	3	-2	4	-18	45	-4	0.5	2	4
FC(F)(F)c1nc2ccccc2nc1N/N=C/c1c(Cl)cccc1Cl	5	-3	10	-16	22	-4	0.8	x	7
COCCCN=C(c1ccco1)n1c(=S)nc(-c2ccco2)n(CCCOC)c1=S	0	8	8	-14	61*	13	0.4	3	-11
Cc1ccc2[nH]c(=S)cc(C)c2c1	-11	14	3	24	12	-19	0.9	-3	-16
CCCCC(=O)Nc1nc(C)c(-c2csc(Nc3ccc(Cl)cc3)n2)s1	1	-4	12	-2	57*	-6	0.4	x	7
CCCCCOc1ccc(OC(=O)c2ccncc2)cc1	1	9	12	-19	38	-19	0.6	1	-10
O=C(C(c1ccccc1)c1ccccc1)N1CCN(Cc2ccco2)CC1	1	4	2	9	x	-7	x	8	-10
COc1ccc(OC)c(NC(=O)CN2C(=O)NC3(CCOc4ccccc43)C2=O)c1 (stereo not drawn)	-1	-3	6	-8	44	-13	0.6	x	6
C=CCn1c(Cc2csc(N)n2)nnc1SCC(=O)OCC	6	3	9	11	-8	-9	1.1	-1	-2
Cc1cc(C)nc(SCCn2c(N(C)Cc3ccccc3)nc3c2c(=O)n(C)c(=O)n3C)n1	-10	6	1	33	31	-2	0.7	2	-9
O=C(COc1cccc2cccnc12)N/N=C1\SCC(=O)N1Cc1ccccc1	3	4	3	-22	7	-1	0.9	x	-6
CC(OC(=O)CNC(=O)C12CC3CC(CC(C3)C1)C2)C(=O)Nc1ncc(Cl)cc1Cl (stereo not drawn)	7	-4	5	2	39	-6	0.6	-1	7
c1ccc(Nc2nc(N3CCOCC3)c3ccccc3n2)cc1	3	8	-4	-19	57*	6	0.4	1	-8
CCOc1ccc(-c2cc(C(=O)Nc3ccc4c(c3)OCCO4)c3ccccc3n2)cc1	4	-11	5	1	78*	-10	0.2	x	13
COCCCNC(=O)C1CCN(C(=O)Nc2ccc(Cl)cc2)CC1	-8	-2	0	9	14	-4	0.9	0	6
Cn1c(=O)c(=O)n(C)c2cc(S(=O)(=O)N3CCN(c4cccc(C(F)(F)F)c4)CC3)ccc21	-4	7	4	-20	-9	-11	1.1	6	-10
NC(=O)COC(=O)CNC(=O)c1ccc(Cl)cc1	-11	10	2	0	4	-10	1	x	-12
COC(=O)C1CCN(Cc2cc(=O)oc3cc(OC)ccc23)CC1	3	-3	8	-25	8	-10	0.9	10	3
Cc1ccc(NC2OC(CO)C(O)C(O)C2O)cc1 (stereo not drawn)	0	21	0	-6	12	-5	0.9	6	-18
O=C(N/N=C/c1ccc(OC(=O)c2ccccc2)cc1)c1ccc(CN2CCOCC2)cc1	11	-5	4	-41	59*	-1	0.4	x	3

A second format for 3 compounds above:
Molecule,EphB4 ephrin blk,PTPN22 act,HIV Rev-RRE inh,Plk1 PBD FP,CYP2C9 inh,PLK1 inh,CYP2C9 activ,Calb biofilm kill,LYP inh 2
CCC/C(O)=N\S(=O)(=O)c1ccc(N=NN(C)C)cc1,3,-3,9,6,x,-9,x,5,2
CCCCN(CCCC)c1cc(C)nc(-c2ccccc2O)n1,-6,-2,9,3,24,-5,0.8,6,4
O=C(c1ccc(S(=O)(=O)N2CCC(c3nc4ccccc4s3)CC2)cc1)N1CCCCC1,3,-2,1,-7,x,-8,x,7,-1

Next section:
SMILES	EphB4 ephrin blk	PTPN22 act	HIV Rev-RRE inh	Plk1 PBD FP	CYP2C9 inh	PLK1 inh	CYP2C9 activ	Calb biofilm kill	LYP inh 2
O=C(CSCc1ccc(F)cc1)NC1CCCC1	1	-7	7	-28	-6	-12	1.1	2	7
CCN(CC)C(=O)C1CCCN(Cc2sccc2C)C1 (stereo not drawn)	-3	8	6	-22	1	-5	1	6	-6
O=C(O)c1ccc(OC2CSC2)cc1	0	2	1	7	8	-12	0.9	11	-4
Cc1cc(OC(=O)c2cccs2)ccc1C(C)C	4	5	13	4	6	-11	0.9	6	-6
Nc1nonc1-c1nc2ccccc2n1CC(=O)N/N=C\c1ccc(-c2ccc(Cl)cc2)o1	3	-16	9	11	-1	-11	1	x	19
Cc1ccc2nc(SCC(=O)c3cc(C)n(C)c3C)[nH]c2c1	3	-2	-5	11	57*	2	0.4	1	4
COc1cc(/C=N/NC(=O)Nc2cccc3nsnc23)cc(OC)c1OC	13	-8	2	-3	56*	-9	0.4	x	11
Cc1ccc(Nc2nc(-c3sc(NC(=O)c4cccc(Cl)c4)nc3C)cs2)cc1	2	0	2	-32	8	-20	0.9	x	3
Cc1cc(S(=O)(=O)Nc2ccccc2C(=O)O)ccc1Cl	-10	3	1	-1	74*	-14	0.3	11	-6
CCOC(=O)c1c(NC(=S)NC(=O)c2cnn(CC)c2)sc2c1CCC(C)C2 (stereo not drawn)	-1	-3	6	-25	5	-22	0.9	x	7
Cc1nnc2n(-c3ccccc3)c(=O)c3c4c(sc3n12)CC(C)CC4 (stereo not drawn)	0	6	5	-14	6	-13	0.9	-5	-8
CC(C)CC(NC(=O)c1ccco1)C(=O)Nc1ccc2c(c1)OCCO2 (stereo not drawn)	-9	2	1	7	14	-24	0.9	6	-2
O=C(NCc1ccccc1)c1c(O)c2cccc3c2n(c1=O)CCC3	-6	10	9	-12	8	-13	0.9	10	-13
O=c1c2cnn(-c3ccccc3)c2nnn1Cc1ccccn1	0	3	5	-16	2	-21	1	6	-8
COCCn1nnnc1CN1CCC(NC(=O)Nc2cccc(OC)c2)CC1	-1	0	3	18	-13	-2	1.1	-3	-1
CN(C)c1nc(OCCNC(=O)Nc2ccccc2)nc(N(C)C)n1	-10	-5	0	16	47	-7	0.5	9	3
O=C(CSc1nc2ccccc2c(=O)n1-c1ccccc1)N1CCN(CCO)CC1	-3	-2	0	-3	12	3	0.9	9	2
Cc1nc2c(oc3ccccc32)c(=O)o1	5	0	8	-22	5	-5	1	4	-2
CCOc1ccc(OCC)c(NC(=O)C2CCN(S(=O)(=O)c3c(C)noc3C)CC2)c1	2	4	11	-10	48	-39	0.5	4	-2
CSC(=NS(=O)(=O)c1ccc(C)cc1)SC	-1	12	-2	4	-106	-4	2.1*	7	-11
Cc1cc(C)cc(OCC(=O)OCC(=O)NCc2ccco2)c1	6	0	6	-16	-48	-9	1.5	x	2
CC(C)C(NS(=O)(=O)c1cccc2nsnc12)C(=O)NCc1ccc2c(c1)OCO2 (stereo not drawn)	-7	4	-1	7	59*	2	0.4	3	-7
COCCN(CC(=O)NCC1CCCO1)C(=O)CCC(=O)Nc1cc(C)ccn1 (stereo not drawn)	2	6	4	7	x	-6	x	0	-7
CSCCC(NS(=O)(=O)c1ccc(Cl)cc1)C(=O)OCC(=O)NC1CCCCC1 (stereo not drawn)	-7	4	8	30	28	-9	0.7	x	-4
O=C(c1cccs1)N1CCN(c2ncccn2)CC1	-1	3	4	25	23	-9	0.8	-1	-4
FC(F)Sc1ccc(NC(=S)NCC2CCCCC2)cc1	4	-6	3	19	-28	-10	1.3	9	7

Compound activity from PubChem BioAssay.
